TbREL1 inh = TbREL1 inhibition, primary screen; TbREL1 RNA ligation, FRET fluorescence; inhibition, % at 9.66 µM; 89,000 compounds, 0.49% hits;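 active means inhibition above the mean inhibition across all screened compounds plus 3 SD, cut at about 11% in these data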;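 further: 0% = plate median of test wells and 100% = NSC42067 control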
Target sequence (P86926 whole entry, looked up): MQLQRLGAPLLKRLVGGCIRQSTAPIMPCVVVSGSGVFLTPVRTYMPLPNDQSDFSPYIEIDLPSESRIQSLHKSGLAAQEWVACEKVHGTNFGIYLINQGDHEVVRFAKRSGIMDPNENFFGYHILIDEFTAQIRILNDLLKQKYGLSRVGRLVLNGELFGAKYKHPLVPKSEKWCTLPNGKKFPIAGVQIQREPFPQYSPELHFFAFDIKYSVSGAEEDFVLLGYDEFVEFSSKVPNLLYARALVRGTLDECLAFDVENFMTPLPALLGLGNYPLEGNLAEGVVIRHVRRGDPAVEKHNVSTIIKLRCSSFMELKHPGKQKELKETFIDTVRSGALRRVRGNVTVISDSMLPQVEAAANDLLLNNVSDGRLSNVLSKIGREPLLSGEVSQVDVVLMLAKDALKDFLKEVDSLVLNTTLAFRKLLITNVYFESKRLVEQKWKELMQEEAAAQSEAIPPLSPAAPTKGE
Numbers without * were called inactive.

SMILES | TbREL1 inh
O=S(=O)(c1cc(Cl)cc(Cl)c1)N1CCN(c2nc(-c3cccs3)nc3ccccc23)CC1 | 12*
O=c1[nH]c(N2CCN(c3ccccc3)CC2)nc2c1CCC2 | 0
COC(=O)[C@@]12C[C@@H](CC(=O)NCc3cccc(C(F)(F)F)c3)C(=O)N(Cc3ccc4c(c3)OCO4)C1=CCC(C)(C)C2 | -3
O=C(COC(=O)/C=C/c1ccccc1)NC1CCCCCC1 | 1
O=C(CN1C(=O)c2ccccc2C1=O)NCC1COc2ccccc2O1 (stereo unspecified) | 1
CC(C)Cn1nnc2c(=O)oc3ccccc3c21 | -2
CSc1nnc(Cn2c(=O)sc3ccccc32)n1C | -1
CC(=O)c1cccc(Nc2ccc(Br)cc2)c1 | 2
Cc1onc(-c2ccccc2Cl)c1-c1nc(-c2ccccn2)no1 | -2
C/C(N)=C(/C#N)C(=O)CSc1nnnn1-c1ccccc1 | -2
O=C(NCC1CCCO1)c1ccc2c(=O)n(Cc3cccc(Br)c3)c(=S)[nH]c2c1 (stereo unspecified) | -1
COC(=O)CSc1nnc(CNS(=O)(=O)c2ccc(Cl)cc2)n1C | 3
CCOc1ccc(NC(=O)CSc2nc(C)cc(C)n2)cc1 | 0
COCCn1c(C(C)C)nc2ccccc21 | -1
Cc1nc2ccccc2c2c1C(=O)N(c1ccc(C(=O)O)cc1)C2=O | 2
O=S(=O)(NC(=NC1CCCCC1)c1ccccc1)c1ccc(F)cc1 | -1
CCN(CC(=O)Nc1ccc2c(c1)OCCO2)C(=O)/C=C/c1cccc(C(F)(F)F)c1 | 2
Cc1ccc(-c2csc3nc4cc(C(N)=O)ccc4c(=O)n23)cc1 | 1
O=C(NCc1ccccc1)c1ccc2c(=O)n(CCCN3CCCC3=O)c(=S)[nH]c2c1 | 0
CCOC(=O)c1cccc(NC(=O)c2ccc3c(c2)OCO3)c1 | 3
COc1ccc(N2CCN(Cc3nc4c(c(=O)n(C)c(=O)n4C)n3C(C)C(C)=O)CC2)cc1 (stereo unspecified) | -5
Cc1cc(C)n(CCC(=O)N/N=C/c2ccc(O)cc2O)n1 | 12*
CN1c2ccccc2Oc2c(c(=O)n(C)c(=O)n2C)C1c1cccc([N+](=O)[O-])c1 (stereo unspecified) | 0
C[C@@H]1O[C@H](C2CCCC2)Cc2[nH]c(=S)[nH]c(=O)c21 | -4
CC(C)CNC(=S)N1CCN(C)CC1 | 9
O=C(CN1C(=O)C2CC=CCC2C1=O)NC1=NCCS1 (stereo unspecified) | 0
CN1CCN(C(=O)C2=C[C@@H](C(C)(C)C)C[C@@H](OCc3ccc(CO)cc3)O2)CC1 | 5
O=C(NCN1CCCCC1)c1cccnc1 | -1
COc1ccc(Cl)cc1NC(=O)CN1C(=O)NC2(CCCC2)C1=O | 0
CC(C)COc1ccc(-c2nnn(CC(=O)N3CCCC3)n2)cc1 | -1
CC(C)(C)CN1CCC(Oc2cccc(C(=O)NCCCOc3cccnc3)c2)CC1 | -3
Cc1c2ccccc2nc2c(F)c(NC(C)C)c(F)c(F)c12 | 0
Clc1ccc(-n2nnc(-c3nccs3)n2)cc1Cl | 2
Cc1ccc(-n2c(SCC(=O)NCc3ccco3)nnc2-c2cccnc2)c(C)c1 | -4
COc1cc(C)ccc1OCC(=O)NC1CCCCCC1 | -1
CCCCC(=O)Nc1cccc(-c2cn3ccsc3n2)c1 | -2
COc1ccc(OC)c(NC(=O)CSc2nc3cccnc3n2C)c1 | 1
O=C(COc1ccccc1Cl)NCCCNC(=O)c1cnccn1 | 1
COc1cc(NC(=S)N2CCN(C)CC2)cc(OC)c1 | -1
CCCCN(Cc1cc2ccccc2[nH]c1=O)S(=O)(=O)c1ccc(C)cc1 | -1
O=C(Nc1cccc(S(=O)(=O)N2CCCCC2)c1)C1=NN(c2ccccc2)C(=O)CC1 | 4
CC(C)c1ccc(/C=N/NC(=O)c2nnn(-c3nonc3N)c2CSC2=NCCS2)cc1 | 1
C/C(=C\C(=O)c1ccccc1)Nc1ccc(Cl)c(Br)c1 | -1
COc1ccc2[nH]c(=O)c(CN(CCCN(C)C)C(=O)Nc3ccccc3)cc2c1 | 1
O=C(CCSc1ccc(F)cc1)NNC(=O)c1ccccc1Cl | 1
COc1ccc(NCc2nnc(SCC(=O)Nc3cc(C(F)(F)F)ccc3Cl)o2)cc1 | -1
O=C(NCc1ccccc1Cl)c1ccc(CSc2nc3ccncc3[nH]2)cc1 | -1
CCN(CC)C(=O)c1ccc2c(=O)n(CCOC)c(=S)[nH]c2c1 | -2
COc1ccc([C@H]2CC(=O)C=C(c3cccc(Cl)c3O)C2)cc1OC | 2
CCOC(=O)Cn1c(C(C)=O)nc2ccccc21 | 1
CCCn1c(C)c(CC(=O)Nc2ccc(N(C)c3ccccn3)cc2)c2ccccc21 | -1
COc1cccc(-c2nnc(SCc3cccnc3)o2)c1 | 1
COc1cc(C(=O)NCC(=O)Nc2c(C)cccc2C)ccc1OCc1ccccc1 | -1
Cc1cc2c(c(=O)n1Cc1ccccn1)C(c1ccc3c(c1)OCO3)C(C#N)=C(N)O2 (stereo unspecified) | 0
O=C(NC1CCCC1)C(c1ccsc1)N(Cc1ccccc1)C(=O)Cc1cccs1 (stereo unspecified) | -2
COc1ccc2ccccc2c1C=Nn1c(-c2cc(-c3ccccc3)n[nH]2)n[nH]c1=S | -7
Cc1cc(NS(=O)(=O)c2ccc(NC(=O)c3ccc(F)cc3)cc2)nc(C)n1 | 5
C[C@@H]1CN([C@H](C)CO)C(=O)c2cc(Br)cnc2O[C@@H]1CN(C)C(=O)CC1CC1 | -3
C=CCn1c(SCC(=O)C(C)(C)C)nnc1-c1cccs1 | -2
Cc1cc2nc(NCCCO)n(CC(=O)c3cc(C(C)(C)C)c(O)c(C(C)(C)C)c3)c2cc1C | -5

(listing goes on)
SMILES | TbREL1 inh
COc1ccc(-n2c(=S)[nH]c3cc(C(=O)Nc4ccccc4OC)ccc3c2=O)cc1 | -1
O=C(NCc1ccccc1)C1CCN(c2nc(-c3ccc(Br)cc3)cs2)CC1 | 9
O=C1NC(=O)C2(N1)C(=O)c1cccc3cccc2c13 (stereo unspecified) | 3
Cc1ccc(CNc2nc(C)cs2)cc1 | -4
Oc1ccc(/C=C/c2c(F)cccc2F)c2cccnc12 | -4
CCn1c(SCc2ccc(F)cc2)nnc1C1CCN(S(=O)(=O)c2ccc(OC)cc2)CC1 | -3
O=C(COC(=O)c1cc([N+](=O)[O-])ccc1N1CCOCC1)Nc1ccc(Cl)cc1 | 3
O=C(CN1C(=O)c2ccccc2C1=O)N1CCN(C(=O)c2ccco2)CC1 | -1
COc1ccc(C2=NOC(C(=O)NCC(C)C)C2)cc1 (stereo unspecified) | 5
Cc1cc(S(=O)(=O)NCCCN2CCOCC2)ccc1F | -2
Cc1cc(Cl)cc(Cl)c1OCCOc1cccc2cccnc12 | 0
Cc1ccc(-n2c(SCC(=O)Nc3cccc4ccccc34)nnc2-c2ccccn2)cc1 | 2
CCCN1Cc2cccc(C(=O)Nc3ccc4c(c3)OCO4)c2C1=O | 0
Cc1noc(C)c1CSc1nc2ccccc2n1CCc1ccccc1 | 1
O=C(CSc1nc2ccccc2c(=O)[nH]1)NCc1ccc(Cl)cc1 | -1

Reprinted at random: 3 entries already listed, in no set order.
SMILES | TbREL1 inh
Oc1ccc(/C=C/c2c(F)cccc2F)c2cccnc12 | -4
O=C(CN1C(=O)c2ccccc2C1=O)N1CCN(C(=O)c2ccco2)CC1 | -1
Cc1ccc(CNc2nc(C)cs2)cc1 | -4

Other structures
SMILES | TbREL1 inh
COc1ccccc1C(=O)NCCC(=O)Nc1ccc(S(=O)(=O)N2C(C)CCCC2C)cc1 (stereo unspecified) | 1
Cc1ccc(C(=O)NCCCn2ccnc2)cc1C | 3
COc1ccc(-c2nnc(SCC(=O)NC3CCCC3)n2C)cc1 | -2
O=c1c(-c2ccccc2Cl)coc2c(CN3CCCCC3)c(O)ccc12 | -1
COc1cc(NC(=O)C2CC2)c(OC)cc1NC(=O)c1ccco1 | -2
COc1ccc(/C=N/Nc2nc(-c3ccc(Cl)cc3)cc(C(F)(F)F)n2)cc1OC | -2
N#C/C(=C(/O)C(Cl)c1ccccc1)c1nc2ccccc2s1 (stereo unspecified) | 2
O=C(CSc1nnc(-c2cnccn2)n1-c1ccccc1)Nc1ccc2c(c1)OCCO2 | 3
O=C(Cc1ccc(S(=O)(=O)N2CCOCC2)s1)N1CCN(S(=O)(=O)c2cccc(Cl)c2)CC1 | 6
CC(=O)c1cc(-c2ccccc2)n(CC(=O)NCc2cccs2)c1C | 0
COc1cccc(C(O)c2ncc(-c3ccccc3Cl)[nH]2)c1 (stereo unspecified) | 1
Cc1onc(-c2ccccc2)c1C(=O)Nc1nnc(CC(C)C)s1 | -2
O=C(C[n+]1ccccc1)Nc1nc2ccccc2s1 | 4
CCC(=NNS(=O)(=O)c1ccc(C)cc1)c1ccccc1 | -3
COc1ccc(OCCOC(=O)CNC(=O)c2ccc(Cl)cc2Cl)cc1 | 3

2 entries from above in another layout:
COc1ccccc1C(=O)NCCC(=O)Nc1ccc(S(=O)(=O)N2C(C)CCCC2C)cc1 (stereo unspecified)
  TbREL1 inh = 1
Cc1ccc(C(=O)NCCCn2ccnc2)cc1C
  TbREL1 inh = 3

(continued)
SMILES | TbREL1 inh
O=C(Nc1cccnc1Cl)c1cc(-c2ccc(Br)cc2)on1 | 1
CCOC(=O)N1CCN(C(=O)c2ccccc2NC(=O)c2ccc(OC)cc2)CC1 | -1
CCOC(=O)[C@H]1[C@H]2COc3ccc(Cl)cc3[C@@H]2N2C(=O)[C@@H](CO)NC(=O)[C@@]12C | 0
Cc1ccccc1/C=N/N1CCN(c2ccccc2)CC1 | -6
COc1ccc(-n2cnnc2SCC(=O)Nc2cc(S(=O)(=O)N3CCCCC3)ccc2C)cc1 | -1
CS(=O)(=O)NCCSCc1ccc(Cl)cc1 | -1
CCOc1ccc(C)cc1S(=O)(=O)Nc1cccnc1 | 0
COc1ccc(C2(c3ccc(OC)cc3)NC(=O)N(CC(=O)N(C)c3ccccc3)C2=O)cc1 | -3
CC1CCN(C(=O)CNC(=O)Cn2ccc3ccccc3c2=O)CC1 | 5
COc1ccc(/C=C/c2nc3ccccc3c(=O)n2-c2cccc(C(=O)O)c2)cc1 | 0
COCCN1C(=O)N[C@@H](c2ccco2)C(C(=O)OC)=C1C | 0
O=C(NC12CC3CC(CC(C3)C1)C2)N1CCN(C2CCCCC2)CC1 | 0
C=C(c1ccc(O)cc1)c1ccc(O)cc1 | -2
CCCCC(=O)C1=C(N2CCCC2)CC(C)(C)CC1=O | 0
Nc1c2c(nc3ccccc13)N(C1CCCCC1)CC2 | 1

2 of these compounds in a different format.
| molecule | TbREL1 inh |
| --- | --- |
| O=C(NC12CC3CC(CC(C3)C1)C2)N1CCN(C2CCCCC2)CC1 | 0 |
| C=C(c1ccc(O)cc1)c1ccc(O)cc1 | -2 |

Carrying on:
SMILES | TbREL1 inh
COC(=O)c1ccc(Cn2c(C)c(C(=O)NCc3cccs3)sc2=O)o1 | 0
CN(C)/C=N/c1cc(=O)n(C)c(=O)n1Cc1ccccc1 | 3
C=C1N(c2ccccc2)C(=O)OC1(C)C | 1
Cc1ccc(C(=O)N(Cc2nc(-c3ccc(C)cc3)no2)C(C)C)cc1 | 0
C/C=C(\C)CN1CCC(n2nccc2NC(=O)CCOc2ccccc2)CC1 | 1
COc1ccc(OC)c(S(=O)(=O)Nc2cc3c4c(c2)CC(=O)N4CCC3)c1 | 5
O=C(N1CCN(c2ccccc2F)CC1)C1(S(=O)(=O)c2ccc(Cl)cc2)CC1 | 2
CC(C)(C#CCN1CCCCC1)OCCOC(c1ccccc1)c1ccccc1 | -2
CC/C=C/C(=O)N1CC2(CC(c3cccc(NC(=O)CC)c3)=NO2)C[C@H]1C(N)=O (stereo partly specified) | 2
CCOc1ccc(C(=O)N2CCCC2)cc1OC | -2
CCc1nc2ccc(C(=O)NCCN3CCNC3=O)cn2c1N(C)Cc1ccc(OC)cc1 | 0
CCOC(=O)c1c(C)[nH]c(C(=O)OCC(=O)N(C)c2c(N)n(Cc3ccccc3)c(=O)[nH]c2=O)c1C | 0
CC1CCc2nc(NC(=O)c3ccco3)sc2C1 (stereo unspecified) | 1
Cc1cc(C)cc(-n2ccnc2SCC(=O)Nc2nccs2)c1 | -3
O=S(=O)(c1ccc(F)cc1)N1CCN(Cc2cc3c(cc2Br)OCCO3)CC1 | 1

5 structures from above, sorted by count of non-hydrogen atoms, falling.
SMILES | TbREL1 inh
CN1CCN(C(=O)C2=C[C@@H](C(C)(C)C)C[C@@H](OCc3ccc(CO)cc3)O2)CC1 | 5
O=C(NCc1ccccc1Cl)c1ccc(CSc2nc3ccncc3[nH]2)cc1 | -1
CCCCN(Cc1cc2ccccc2[nH]c1=O)S(=O)(=O)c1ccc(C)cc1 | -1
COC(=O)c1ccc(Cn2c(C)c(C(=O)NCc3cccs3)sc2=O)o1 | 0
O=S(=O)(NC(=NC1CCCCC1)c1ccccc1)c1ccc(F)cc1 | -1

(cont.)
SMILES | TbREL1 inh
COC(=O)C1=C(C)N(CCCCCC(=O)O)C(=O)NC1c1ccccc1 (stereo unspecified) | 4
Cc1ccc(NC(=S)Nc2ccccn2)cc1C | -2
COC(=O)c1c(C)[nH]c(C(=O)C(C)OC(=O)c2cnc(C)cn2)c1C (stereo unspecified) | -1
CCCCOC(=O)CCc1n[nH]c(=O)[nH]c1=O | 3
COc1cccc(-c2nc3nc(C)cc(C)n3c2NCc2ccccc2)c1 | -1
OC(CSc1ccc(F)cc1)CN1CCN(c2ccccc2)CC1 (stereo unspecified) | -2
Cc1cc(OCC(=O)N2CCN(c3ccccn3)CC2)c(C)cc1Br | 0
Cc1ccccc1N1CCN(S(=O)(=O)c2nnc(NC(=O)c3ccc(F)cc3)s2)CC1 | 0
CCO[C@@H]1OC(C(=O)N2CCOCC2)=C[C@H](c2coc3ccccc3c2=O)[C@H]1CCCO | -2
O=C(CNC(=S)N(CCCN1CCOCC1)Cc1cccs1)NC1CCCCC1 | 1
CCc1nc2ccccc2c2nc3ccccc3n12 | 4
CC(C)CN(C(=O)c1nn(C)c(=O)c2ccccc12)c1nc2ccccc2s1 | 0
O=C(Nc1cccc(O)c1)c1cc2nc(-c3ccccc3)cc(-c3ccccc3)n2n1 | -1
COc1cccc(CNc2cccc(C(F)(F)F)c2)c1O | 1
O=C(NC1CCCCC1)C(c1cccnc1)N(C(=O)CCl)c1ccc(F)cc1 (stereo unspecified) | 11
CC(C)N(Cc1nc(COc2ccccc2)no1)Cc1nccn1C | 10
CCn1c(-c2ccco2)n[nH]c1=S | -3

Bioassay records deposited in PubChem BioAssay by The Scripps Research Institute Molecular Screening Center.

Not all compounds are listed. The share of hits here may be higher or lower than overall.
